High-throughput results: PubChem BioAssay, several laboratories
UTI89 phage lysis: protection from phage-mediated lysis, alamar blue read-out – E. coli UTI89, K1F phage, bacterial capsule biogenesis inhibitors (AID 488966); E. coli UTI89 K1F phage lysis, alamar blue, 2 h; higher % means a stronger effect; inhibition, % at 100 µM, or IC50 in µM where a hit was titrated; 340,000 compounds, 0.02% hits;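 active means phage lysis inhibition, versus mean bacterial control, above a set limit; inconclusive means no clear call, values can overlap the other calls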;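 further: capsule biogenesis inhibitors block K1F phage lysis so surviving cells raise fluorescence; higher fluorescence means more inhibition of phage lysis; actives were called in the ten point dose series up to 300 µM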
MT stabilizer: microtubule stabilizers in HeLa cells; HeLa tubulin immunostaining HCS, 24 h; share of cells brighter than vehicle mean+2SD; 200,000 compounds, 0.83% hits; % tubulin-high responders, % at 10 µM;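 active means plate Z-score above 3 for both tubulin-high and condensed-nucleus cell shares, with cell loss under 80%, at 10 µM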;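 further: anti alpha tubulin signal scored within the nucleus-defined area of each cell; some results filed as inactive read as strong as hits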
Dynein transport: blocks dynein driven cargo transport along microtubules; 220,000 compounds, 0.47% hits; z-score, hits read low; 3617.4 mouse cells, GR-EGFP nuclear translocation imaging; test concentration mostly 20 µM; stimulated with dexamethasone, 1 µM; stronger effect = lower value;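 active means plate z-score of nuclear minus cytoplasmic receptor signal below a set negative limit, without overly bright fluorescence or cell loss, cut at about -3.5 in these data, passing the limit was not always enough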;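 further: z-score of nuclear minus cytoplasmic ring GR-EGFP intensity difference per well; some compounds called inactive have numbers as strong as hits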
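Medium: Induction medium lacking tetracycline, stripped serum | Probe or stimulus: 1.0 µM final dexamethasone stimulus | Schedule: 48 h induction, then 1 h compound, then 30 min agonist, 37 °C | Signal: Automated 10x imaging of fixed Hoechst-stained cells | Evaluation: Per-cell GR-EGFP intensity, nucleus versus surrounding cytoplasmic ring, well-averaged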
Autophagy mod: alters autophagy in cells; AID 463193; MEF GFP-LC3 puncta imaging; test concentration mostly 10 µM; calls only at 10 µM (by protocol); 190,000 compounds, 0.98% hits;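 active means percentage of spot-positive cells more than 3 SD above its plate mean, without a fluorescence outlier flag or 80% toxicity; inconclusive means no clear call, values can overlap the other calls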;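 further: spot-positive cell cutoff set from DMSO-treated cells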
P. falciparum M1AAP: malaria alanyl aminopeptidase activity blockers – biochemical, fluorogenic H-Leu-NHMec substrate, 1536-well (AID 1445) | 220,000 compounds, 0.42% hits | recombinant M1AAP, H-Leu-NHMec fluorogenic kinetic assay; higher % means a stronger effect | inhibition, % at 30 µM; hits with a dose series show IC50 in µM;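 active means primary inhibition above the hit cutoff, then over 50% inhibition at one or more dose response concentrations, cut at about 23% in these data, passing the limit was not always enough; inconclusive means conflicting primary data, or primary hits not chosen for dose response; inactive means low primary inhibition, or under 50% at every dose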;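 further: plate controls were DMSO full reaction for no effect and no enzyme background for full effect; strong numbers were not always called active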
ER stress rescue: protection against thapsigargin-triggered cell killing – 384-well, CSM14.1, ATP luminescence, primary screen (AID 1222); cellular ATP content (survival), % at 20 µM; hits with a dose series show EC50 in µM; CSM14.1 thapsigargin-induced death rescue, ATP luminescence; higher % means a stronger effect; 190,000 tested, under 10 active;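 active means EC50 below 50 µM in the dose-response confirmation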;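 further: death triggered by thapsigargin at about 15 µM added after 2 h compound pretreatment; cell ATP read after overnight thapsigargin exposure of roughly 18 to 22 hours; normalized against plate controls of thapsigargin alone and 5% DMSO vehicle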
b-catenin transl: alters nuclear translocation of beta-catenin in HeLa cells; nuclear translocation activity, % at 5 µM; 190,000 compounds, 0.3% hits; immunofluorescence imaging;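 active means nuclear translocation activity above 50% at 5 µM, with a well cell count of 50 or more; inconclusive means wells under 50 cells across six images, flagged as toxic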;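 further: per-cell ratio of nuclear to cytoplasmic median beta-catenin stain intensity; plate controls were DMSO negative control for no effect and GSK-3 inhibitor IX positive control for full effect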
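Technique: fluorescence imaging of beta-catenin antibody stain plus DAPI / Material: human HeLa cell line / Incubation: compound treatment 24 h, 37°C, 5% CO2 / Read-out basis: % activation of per-cell nuclear versus cytoplasmic median beta-catenin signal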
P. falciparum M17LAP: P. falciparum M17LAP inhibitors, primary screen, biochemical, fluorogenic H-Leu-NHMec substrate, 1536-well (AID 1619); recombinant M17LAP, H-Leu-NHMec fluorogenic kinetic assay; higher % means a stronger effect; one-dose inhibition, % at 30 µM; IC50 in µM for titrated hits; 220,000 compounds, 0.38% hits;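 active means compound inhibiting the enzyme by more than half at any dose during confirmatory dose-response retesting; inconclusive means strong single-dose inhibitors picked by rank but not retested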;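 further: plate controls were full reaction with DMSO carrier for no effect and no enzyme background for full effect; strong numbers were not always called active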
Ins promoter up: MIN6 insulin promoter up-regulation; AID 1625; 190,000 compounds, 0.3% hits; MIN6 insulin promoter-GFP reporter, high-content imaging; stronger effect = higher value; z-score at 5 µM;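 active means z-score above 3 at 5 µM with at least 500 cells counted in the well; inconclusive means wells under 500 cells, flagged as cytotoxic or low count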
Dynein transport cytoplasmic EGFP: second read-out of Dynein transport, no call of its own (marks repeat the call); z-score; measured here: cytoplasmic GR-EGFP intensity; stronger effect = higher value
Dynein transport nuclear GR-EGFP: also measured in Dynein transport; calls as there; z-score; measured here: nuclear GR-EGFP intensity;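 lower value marks the stronger effect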
Dynein transport cell count: further read-out of Dynein transport, marked with its call; z-score; measured here: cell count per field
Ins promoter up cell count: second read-out of Ins promoter up, no call of its own (marks repeat the call); cell count; measured here: cytotoxicity, nuclei count;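 total cells summed across four imaged fields per well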
b-catenin transl cell count 5 µM: recorded beside b-catenin transl, whose call it bears; cell count; measured here: cell count, cytotoxicity flag
MT stabilizer Hoechst-high %: further read-out of MT stabilizer, marked with its call; % Hoechst-high responders; measured here: nuclear condensation Hoechst responders;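 share of cells brighter than vehicle mean plus two SD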
MT stabilizer cytotoxicity %: also measured in MT stabilizer; calls as there; toxicity, %; measured here: cytotoxicity by cell density;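 0% = mean cell density of plate MIN control wells and 100% = no cells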
Autophagy mod cell loss 18 h: recorded beside Autophagy mod, whose call it bears; toxicity, %; measured here: cell loss, nuclei count;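 cell loss after 18 h compound exposure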
* marks the source's active call; other numbers are inactive results; i = inactive; ? = inconclusive; / = not tested or not shown; + = active, no number; [ ] = another dose, or the depositor's remark. Compounds as they come; 2.9% or so of the library scored in one or more.

SMILES	UTI89 phage lysis	MT stabilizer	MT stabilizer Hoechst-high %	MT stabilizer cytotoxicity %	Dynein transport	Dynein transport cytoplasmic EGFP	Dynein transport nuclear GR-EGFP	Dynein transport cell count	Autophagy mod	Autophagy mod cell loss 18 h	P. falciparum M1AAP	ER stress rescue	b-catenin transl	b-catenin transl cell count 5 µM	P. falciparum M17LAP	Ins promoter up	Ins promoter up cell count
CC(C)N(CCO)C(=O)CCc1nnc(Cc2cccc(C(F)(F)F)c2)o1	-0.4%	0.8	0.9	1.3	1.3	-0.079	1.1	-0.8	i	8	-3%	-0.9%	0.9	919	-2%	/	/
CCN(CC)c1nc(C)c(C(=S)Nc2cc([N+](=O)[O-])ccc2Cl)s1	-0.1%	2.5	2.4	6.5	-0.74	0.65	0.23	0.54	+	9.9*	7%	-0.9%	/	/	-6%	2.9	1188
CC(=O)c1ccc(OCC(O)Cn2nnc3ccccc32)cc1 (stereo unspecified)	0.4%[50 µM]	2.7	3.7	7.0	2.3	0.044	1.6	-0.67	i	4	1%	-1.4%	2.1	636	12%	0.6	1029
CCN(CC)C(=O)C1CCN(S(=O)(=O)c2ccc(-n3cnnn3)cc2)CC1	-0.2%	0.9	0.9	3.5	0.66	-0.18	0.31	-0.26	i	7	0%	0.4%	0.6	1115	7%	-0.19	1373
O=C(NNC(=O)c1ccccc1)C(=O)N1CCCCC1	0.1%	2.2	1.2	4.5	-0.22	-0.18	0.58	0.2	i	18	6%	1.7%	-2.7	1444	5%	0.65	1323
Cc1nn(C)c(C)c1CN(C)S(=O)(=O)c1ccc2ccccc2c1	2.0%	2.5	2.2	5.0	0.23	0.07	0.11	-1.7	i	9	0%	1.8%	-2.1	1211	-1%	/	/
S=C(NCc1cccs1)Nc1cccc(Cl)c1	4.6%	2.9	2.1	8.0	-0.63	-0.17	-0.61	0.58	i	23	-1%	-2.2%	0.7	1033	-4%	-0.04	1894
CC1=C(C(=O)N2CCCC(CCC(=O)NCc3ccc(F)c(F)c3)C2)OCCO1 (stereo unspecified)	0.0%	2.9	1.8	7.4	0.7	0.12	0.97	-1.1	i	19	/	-1.3%	1.9	1005	/	/	/
Cc1ccc2cc(CN(CCCO)S(=O)(=O)c3cccc4nsnc34)c(=O)[nH]c2c1C	-1.5%	0.9	1.2	11	0.17	-0.18	0.073	-0.46	i	-6	13%	-0.1%	-2.8	994	5%	/	/
O=C(NNC(=S)Nc1ccc(Cl)cc1)c1ccccc1OC(F)F	-4.7%	2.1	2.7	0.2	-0.52	-0.26	-0.49	0.42	i	-1	-18%	-1.1%	/	/	-2%	-1	924
Cc1ccc(S(=O)(=O)Nc2ccc(O)c(Sc3ncn[nH]3)c2)cc1	0.0%	2.1	2.9	8.9	-0.039	-0.21	-0.046	0.29	i	-1	84µM*	1.3%	0.2	1546	?	0.46	1411
O=C(Nc1cccnc1)C1CCN(S(=O)(=O)c2cccs2)CC1	-0.6%	2.4	3.0	8.5	-0.44	-0.092	0.057	-1.8	i	-1	3%	-1.0%	-0.6	1079	-8%	-0.27	1325
O=S(=O)(Nc1cccnc1)c1cccc(C(F)(F)F)c1	-1.1%	1.8	2.3	6.4	-1.1	-0.25	-0.46	-0.5	i	-5	4%	-2.9%	/	/	3%	/	/
O=C(N/C(=C\c1ccco1)C(=O)N1CCOCC1)c1ccco1	-0.3%	2.2	1.5	4.0	0.059	-0.25	0.23	0.44	i	-8	7%	0.2%	1.5	963	20%	/	/
Cc1cccc(NC(=O)Cc2coc3ccc4ccccc4c23)n1	4.2%	3.6	2.5	4.5	-0.09	-0.19	-0.042	0.44	i	-1	8%	2.3%	-0.3	1099	16%	/	/
CCC1CCCCN1C(=O)CNCC1CCCO1 (stereo unspecified)	0.2%	2.2	1.1	10	-0.8	-0.36	-0.45	0.92	i	-3	4%	-0.4%	-2.6	1096	4%	0.61	1453
CC(C)C(NC(=O)c1ccco1)C(=O)NCC(c1ccco1)N(C)C (stereo unspecified)	-0.3%	1.9	1.3	5.0	0.022	-0.23	0.42	-0.21	i	-12	0%	0.0%	/	/	-6%	/	/
CC(C)Sc1cc(N2CCCC2)nc(-c2ccc(F)cc2)n1	0.6%	1.5	2.0	5.3	-0.23	-0.32	0.03	-0.18	i	-2	2%	-6.2%	1.7	1331	2%	2.4	1504
O=C(NNc1ccccc1)C(=O)NNS(=O)(=O)c1ccc([N+](=O)[O-])cc1	1.2%	3.2	2.4	8.7	0.61	-0.033	0.23	-1.3	i	-15	-4%	-0.5%	-1.8	1020	14%	0.23	1623
COC(=O)C(O)(CC(=O)Nc1ccc(Cl)cc1F)C(F)(F)F (stereo unspecified)	0.2%	2.9	2.1	1.2	0.5	-0.24	0.15	-0.8	i	6	1%	3.1%	1.5	1062	30%	-0.33	1331
Cc1ccc(S(=O)(=O)N(C)C)cc1NC(=S)NC12CC3CC(CC(C3)C1)C2	0.6%	5.9	2.4	1.6	1.4	-0.036	0.8	-1.8	i	5	1%	-2.1%	-0.6	1103	2%	0.38	1375
Cc1ccc2nc(Cl)c(CN(C(=O)c3cnccn3)C3CCCCC3)cc2c1	0.0%	2.3	2.9	12	-0.57	-0.23	-0.56	0.22	i	3	3%	6.3%	/	/	-12%	/	/
CC(=O)N1CCc2cc(C(=O)CN3CCN(C(=O)c4ccco4)CC3)ccc21	/	6.2	3.7	5.5	-0.73	-0.11	-0.25	0.11	i	1	0%	0.5%	/	/	6%	0.6	1029
CCCC/C=C/C(NC(=O)CCc1ccccc1)c1ccccc1 (stereo unspecified)	-0.1%	4.2	2.2	9.7	1.7	-0.2	1.1	0.072	i	5	0%	-3.6%	-0.8	549	-3%	0.06	1071
Cc1cc(NC(=O)c2c([N+](=O)[O-])c(C)nn2C)no1	-0.1%	2.3	2.3	7.3	-0.36	-0.23	-0.8	1.3	i	4	-1%	0.4%	/	/	6%	/	/
O=C(O)CCCNC(=O)/C(=C\c1ccc(Cl)cc1)NC(=O)c1ccccc1Br	0.3%	4.7	2.9	6.6	-0.54	-0.35	0.081	0.83	i	21	2%	0.1%	-0.1	1517	-2%	-0.11	1396
Cc1ccc(C(=O)CCC(=O)N2CCN(C(=O)c3ccco3)CC2)cc1	-0.8%	2.4	1.7	4.9	0.26	0.17	-0.34	0.09	i	4	-2%	0.9%	-1.7	1101	-4%	0.32	1195
COCCN(Cc1cc2cc3c(cc2nc1Cl)OCO3)C(=O)c1ccc(C)cc1	0.0%	2.3	2.0	8.3	-0.5	-0.29	-0.48	0.81	i	9	5%	0.8%	0.9	1512	13%	1.2	1649
CCn1c(-c2cc3c(C(F)(F)F)nn(C)c3s2)n[nH]c1=S	0.3%	2.8	2.3	2.6	-0.58	0.23	-0.087	-0.049	i	2	0%	-0.2%	2.6	994	2%	0.91	1604
O=[N+]([O-])c1ccc(/C=C/c2ccc3cccc([N+](=O)[O-])c3n2)cc1	2.5%	1.9	3.0	5.7	0.012	-0.28	-0.42	0.14	i	-5	-1%	0.5%	/	/	-6%	0.83	1143
COc1cc(NC(=S)NCCc2ccccc2)c(OC)cc1NC(=O)CC(C)C	-0.2%	6.5	0.9	7.1	0.42	-0.11	0.071	0.14	i	10	3%	-0.1%	-0.4	1133	-1%	-0.86	1250
COc1cc(/C=N\NC(=O)Cn2nnc3ccccc32)cc(OC)c1OC	0.1%	2.0	1.2	5.8	-0.17	-0.14	-0.23	-0.41	i	17	1%	-1.8%	-1.3	1098	4%	-0.17	1945
Cc1cc(F)ccc1NCC(=O)Nc1ccc(Br)cc1C	-1.8%	6.5	2.2	9.1	-0.98	-0.26	-0.51	0.39	i	10	5%	0.1%	-0.4	1040	1%	0.32	1560
Cc1cccc(N2CCCC2=Nc2ccc(Br)cc2C#N)c1	1.3%	4.2	1.6	4.2	0.56	-0.15	0.64	-0.49	i	9	3%	-2.7%	1.8	1387	-2%	-0.92	1460
O=C(COc1ccc(Br)cc1)N/N=C1/SCC(=O)N1Cc1ccccc1	?	4.2	3.0	12	-0.51	-0.22	-0.56	0.61	i	4	5%	0.5%	-1.2	575	-11%	0.15	1191
CCCn1nc(CC(=O)O)c2ccccc2c1=O	0.7%	1.4	2.0	5.0	-0.73	0.56	-0.12	0.032	i	2	5%	/	-1.2	1095	8%	-0.87	1224
COC(=O)c1sccc1N(C)S(C)(=O)=O	0.1%	1.8	2.2	6.0	-1.4	2.4	-0.23	0.26	i	-7	2%	-1.9%	0.2	1463	-3%	/	/
Cc1nc2ccc(NC(=O)c3ccc(Cl)c(S(=O)(=O)N(C)c4ccccc4)c3)cc2s1	0.1%	3.1	3.0	9.3	0.7	-0.29	-0.038	-0.17	i	-8	0%	-1.9%	-2.6	1048	-4%	0.17	1302
